# TbREL1 inh – TbREL1 inhibition, primary screen; hit rate 0.49% among 89,000; inhibition, % at 9.66 µM; P86926; TbREL1 RNA ligation, FRET fluorescence;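 active means inhibition above the mean inhibition across all screened compounds plus 3 SD, cut at about 11% in these data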;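 further: 0% = plate median of test wells and 100% = NSC42067 control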
# Target sequence (P86926 whole entry, looked up): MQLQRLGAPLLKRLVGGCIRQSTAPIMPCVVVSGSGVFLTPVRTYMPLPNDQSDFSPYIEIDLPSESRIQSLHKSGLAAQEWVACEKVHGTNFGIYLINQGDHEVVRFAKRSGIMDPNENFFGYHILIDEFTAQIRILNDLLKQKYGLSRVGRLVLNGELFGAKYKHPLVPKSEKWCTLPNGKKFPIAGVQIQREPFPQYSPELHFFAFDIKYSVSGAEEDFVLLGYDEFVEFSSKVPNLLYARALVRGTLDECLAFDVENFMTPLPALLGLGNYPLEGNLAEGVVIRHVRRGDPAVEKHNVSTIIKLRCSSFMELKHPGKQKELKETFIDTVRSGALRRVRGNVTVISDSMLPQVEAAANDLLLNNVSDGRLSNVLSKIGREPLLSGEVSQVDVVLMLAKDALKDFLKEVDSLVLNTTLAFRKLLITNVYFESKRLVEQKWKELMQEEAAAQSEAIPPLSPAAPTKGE
# * = called active by the depositor.
SMILES,TbREL1 inh
Cc1sc(NC(=O)c2ccco2)c(C(c2cccnc2)N2CCN(C)CC2)c1C (stereo unspecified),-6
CC(=C/C(=O)O)/C=C/c1ccc([N+](=O)[O-])cc1,1
CCc1nc2ccc(C(=O)NCc3ccc4c(c3)OCO4)cn2c1N(CC)CCN(C)C,1
OCCNc1cnc2ccccc2n1,-3
O=c1oc2cc(O)ccc2c2c1CCCC2,-2
O=C(CCC1CCCC1)NCc1cccs1,1
CC(=O)Nc1ccc(/C(C)=N/NC(=O)c2ccccc2Cl)cc1,-2
CC(=O)c1cc2c(cc1NC(=O)CCn1cnnn1)OCO2,-2
C=CCNC(=O)CN(C(=O)Cc1ccc(Cl)cc1)c1cccc(Br)c1,-1
CS(=O)(=O)N(CC(=O)N1CCN(Cc2ccc3c(c2)OCO3)CC1)Cc1ccc(Cl)cc1,-2
O=c1cc(CN2CCN(c3ccc(F)cc3)CC2)c2cc3c(cc2o1)CCCC3,0
Cc1ccc(NC(=O)COC(=O)C2CC2C)c(S(=O)(=O)N2CCCCC2)c1 (stereo unspecified),-1
O=C(NNS(=O)(=O)c1ccc(C(=O)NC2CCCC2)cc1)c1ccncc1,8
CC1CC(C)CN(C(=O)COC(=O)C2CCN(S(=O)(=O)c3c(Cl)cccc3Cl)CC2)C1 (stereo unspecified),1
Nc1nonc1-n1nnc(C(=O)N/N=C/c2ccccc2O)c1CN1CCCC1,1
CC1(C)CC(=O)C=C(NNC(=O)c2ccccc2O)C1,-3
COc1ccccc1NC(=O)Cc1noc(CSc2nnc(C(F)(F)F)n2C)n1,1
COc1ccc(CNC(=O)C2CCCN(C(=O)Nc3ccccc3OC)C2)cc1 (stereo unspecified),-2
CCOC(=O)C1=C(C)N=c2s/c(=C/c3cccc([N+](=O)[O-])c3O)c(=O)n2C1c1cc(OC)c(OC)c(OC)c1 (stereo unspecified),2
Cc1ccc(Cl)cc1NC(=O)C(=O)N/N=C/c1ccc2c(c1)OCO2,2
O=S(=O)(CCN1CCCC1)NCCNS(=O)(=O)c1ccc(F)cc1Br,9
COc1ccc(OCC(=O)Nc2nnc(S(=O)(=O)N3CCCCCC3)s2)cc1,-2
CCN(CC(=O)Nc1ccc(Br)cc1)C(=O)c1nc2nc(C)cc(C)n2n1,1
O=c1[nH]c(CSc2nc(-c3ccc(F)cc3)cs2)nc2ccccc12,0
CCOC(=O)C1CCN(C(=O)COC(=O)c2oc3ccc(OC)cc3c2C)CC1,-1

# 17 compounds from above, sorted by length of the SMILES, rising.
SMILES,TbREL1 inh
OCCNc1cnc2ccccc2n1,-3
O=C(CCC1CCCC1)NCc1cccs1,1
O=c1oc2cc(O)ccc2c2c1CCCC2,-2
CC1(C)CC(=O)C=C(NNC(=O)c2ccccc2O)C1,-3
CC(=O)c1cc2c(cc1NC(=O)CCn1cnnn1)OCO2,-2
CC(=C/C(=O)O)/C=C/c1ccc([N+](=O)[O-])cc1,1
CC(=O)Nc1ccc(/C(C)=N/NC(=O)c2ccccc2Cl)cc1,-2
C=CCNC(=O)CN(C(=O)Cc1ccc(Cl)cc1)c1cccc(Br)c1,-1
COc1ccc(CNC(=O)C2CCCN(C(=O)Nc3ccccc3OC)C2)cc1 (stereo unspecified),-2
Nc1nonc1-n1nnc(C(=O)N/N=C/c2ccccc2O)c1CN1CCCC1,1
O=C(NNS(=O)(=O)c1ccc(C(=O)NC2CCCC2)cc1)c1ccncc1,8
CCN(CC(=O)Nc1ccc(Br)cc1)C(=O)c1nc2nc(C)cc(C)n2n1,1
Cc1ccc(NC(=O)COC(=O)C2CC2C)c(S(=O)(=O)N2CCCCC2)c1 (stereo unspecified),-1
CCc1nc2ccc(C(=O)NCc3ccc4c(c3)OCO4)cn2c1N(CC)CCN(C)C,1
CS(=O)(=O)N(CC(=O)N1CCN(Cc2ccc3c(c2)OCO3)CC1)Cc1ccc(Cl)cc1,-2
CC1CC(C)CN(C(=O)COC(=O)C2CCN(S(=O)(=O)c3c(Cl)cccc3Cl)CC2)C1 (stereo unspecified),1
CCOC(=O)C1=C(C)N=c2s/c(=C/c3cccc([N+](=O)[O-])c3O)c(=O)n2C1c1cc(OC)c(OC)c(OC)c1 (stereo unspecified),2

# Later entries.
SMILES,TbREL1 inh
Cc1ccc(-c2ccc(CN3C(CC(C)C)C(=O)N(Cc4cn(CC5CCCCC5)nn4)CCS3(=O)=O)cc2)cc1 (stereo unspecified),0
O=C(CSc1ccccn1)Nc1ccccc1F,2
CCOC(=O)c1c(NC(=O)Cc2cccs2)sc(C(=O)NC2CCCCC2)c1C,1
CCOC(=O)c1cnn(-c2nc(-c3ccccc3F)cs2)c1C(F)(F)F,3
CC(C)CNC(=O)CN1C(=O)NC2(CCc3ccccc32)C1=O (stereo unspecified),1
Cc1ccccc1CN1CCCCC(NC(=O)c2ccc3ccccc3c2)C1=O (stereo unspecified),9
O=C(CN1C(=O)NC2(CCCCCC2)C1=O)c1ccc(F)cc1,2
O=C1/C(=C/c2c[nH]c3ccccc23)CCC/C1=C\c1c[nH]c2ccccc12,3
Cc1c(NC(=O)COC(=O)C2CC3C=CC2C3)c(=O)n(-c2ccccc2)n1C (stereo unspecified),0
CCCSc1nnc(C(C)C)n1N,0
COc1ccc(CCNC(=O)c2nnn(-c3cc(C)cc(C)c3)c2N)cc1OC,2
COCCn1c(SCC(=O)NC(=O)Cc2ccccc2)nc2ccccc2c1=O,0
CN1CCC(OC(c2ccccc2)c2ccc(Cl)cc2)C1 (stereo unspecified),1
Cc1[nH]c2ccccc2c1C(=O)NS(=O)(=O)Nc1ccc(Cl)cc1,-1
CSc1nsc(SC)c1NC(=O)OCCc1ccccn1,1
COc1ccc(C(=O)N2CC3(CC(c4cccc([N+](=O)[O-])c4)=NO3)C[C@H]2C(=O)NCC(N)=O)cc1 (stereo partly specified),5
CC(=O)c1ccc(NC(=O)CSc2nc(C3CC3)nc3ccccc23)cc1,2
COc1c(C)cc(C(=O)C2CCCN(C(=O)CCCn3cncn3)C2)cc1C (stereo unspecified),1
COc1ccc(N(CC(=O)N2CCN(c3ccccc3F)CC2)S(=O)(=O)c2c(C)noc2C)cc1,-1
CCC1CCCCN1CCN1C(=O)C2C(C(=O)Nc3cccc(OC)c3)C3C=CC2(O3)C1C(=O)NC1CCCCC1 (stereo unspecified),1
Cc1cccc(NS(=O)(=O)c2ccc3c(c2)CCC(=O)N3)c1,6
CC/S(C)=N/S(=O)(=O)c1ccc(C)cc1 (stereo unspecified),4
Cc1ccc(CNC(=O)C2CCC(CNc3c(N4CCC(C)CC4)c(=O)c3=O)CC2)cc1 (stereo unspecified),-2
CCn1cc(-c2cc(C(=O)O)c3ccccc3n2)cn1,2
C/C(CCc1ccco1)=N\NC(=O)CNc1c(Br)cc(Br)cc1Br,-2
SMILES,TbREL1 inh
Cc1[nH]c2ccccc2c1SCC(=O)N1CCC(C)CC1,-4
COc1ccc(/C=N/O)cc1COc1ccc(NC(C)=O)cc1,6
Cc1ccccc1OCc1nnc2n1CC(C)S2 (stereo unspecified),4
CCn1c(Cc2ccccc2)nnc1SCC(=O)Nc1ccccc1,-3
O=C(CCCN1C(=O)NC2(CCCC2)C1=O)N1CCN(S(=O)(=O)c2ccccc2)CC1,-5
O=C1c2ccccc2C(=O)N1CCCc1nc2ccccc2c(=O)n1CCCn1ccnc1,0
Cc1ccn2c(=O)nc(SCC(=O)NCc3ccccc3)nc2c1,0
COC(=O)c1ccc(CNC(=O)C23CC4CC(CC(C4)C2)C3)cc1,3
O=C(O)C1CSC(c2ccccc2Cl)N1C(=O)c1ccc(Cl)cc1 (stereo unspecified),-1
Cc1cc(C)cc(NC(=O)c2cc(C)nn2C)c1,3
C[C@@H]1C[C@H](Nc2ccccc2)c2ccccc2N1C(=O)c1cccnc1,-1
Fc1ccc(-c2nnc(Cc3nnc(-c4ccc(F)cc4)o3)o2)cc1,2
CC(=O)Nc1cc(O)cc(O)c1,3
COc1ccc(NC(=O)c2ccc(-c3ccc(OC)cc3)s2)cc1,-1
O=CN1CCN(C2CC(=O)N(c3ccc4c(c3)OCO4)C2=O)CC1 (stereo unspecified),1
CC1(C)Oc2ccc(C(=O)N3CCCC3)cc2NC1=O,0
CN(C(=O)c1cccc(C#N)c1)c1nnc(-c2ccccn2)s1,0
O=C(CCC(=O)Nc1ccccc1Cl)NNC(=O)Nc1cccc([N+](=O)[O-])c1,0
Cc1ccc(CNC(=O)C2CN(S(C)(=O)=O)c3cc(Cl)ccc3O2)cc1 (stereo unspecified),0
COc1cccc(C(=O)OCc2ccccc2C#N)c1O,-1
CCOc1ccc2nnnn2n1,2
CC(=O)c1ccc(Nc2cc(C)nc3ccccc23)cc1,7
Cc1ccc(NC(=O)CSc2nc3c(c(=O)[nH]2)CCC3)c(C)c1,3
CN1CCNC(=O)C1CC(=O)O (stereo unspecified),0
COc1ccc(C(=O)N/N=C/c2c[nH]c3ccccc23)cc1,1

# Ordered by molecular weight (smallest number first): some entries from above.
SMILES,TbREL1 inh
CC(=O)Nc1cc(O)cc(O)c1,3
Cc1[nH]c2ccccc2c1SCC(=O)N1CCC(C)CC1,-4
Cc1ccn2c(=O)nc(SCC(=O)NCc3ccccc3)nc2c1,0

# Other structures follow:
SMILES,TbREL1 inh
CC1CCCN(C(c2cccs2)c2nnnn2Cc2ccccc2)C1 (stereo unspecified),7
COc1ccc(OCC(O)Cn2c(N3CCCCC3)nc3c2c(=O)[nH]c(=O)n3C)cc1 (stereo unspecified),1
COc1cc(NC(=O)Nc2cccc(Cl)c2)c(C(=O)O)cc1OC,0
O=C(CN(Cc1ccc(Cl)cc1)C(=O)c1csnn1)NCc1ccc(F)cc1,-2
O=C(NCc1ccc(Br)cc1)OC1CC2CC1[C@H]1CCCCN1C2=O (stereo partly specified),-5
O=C(Cn1cc(C(=O)c2cccs2)c2ccccc21)NC1CCCCC1,0
COc1ccccc1CNC(=O)COC(=O)CCC(=O)c1cccs1,3
CC(C)C[C@H]1CNC(=S)N1C[C@H]1CCCN1C[C@H](Cc1ccc(O)cc1)N1C[C@H](CC(C)C)N(CC2CCCCCC2)C1=S,-2
O=C(O)COc1ccccc1C1C2C(=O)N(c3ccccc3)C(=O)C2ON1c1ccccc1 (stereo unspecified),0
CC(C)Cn1c2ccccc2c2cc(C(=O)O)ccc21,3
Cc1ccc(NC(=O)C(=O)c2ccc(C)cc2)cc1,2
N#CC(=C=[N-])c1nc2ccccc2nc1-[n+]1ccccc1,4
CC(=O)c1c(C)n(CCc2ccc(Cl)cc2)c2ccc(O)cc12,0
CC1(C(=O)Nc2ccc(Cl)cc2)Cc2c(-c3cccc(C(N)=O)c3)ccnc2O1 (stereo unspecified),-2
COc1ccc(-c2nc3cc(C)ccn3c2NC2CCCCC2)cc1SC1CCCCC1,0
Cc1nnc(SCC(=O)NC(C)(C)C)n1NCc1ccc(N(C)C)cc1,-6
N#C/C(=C/c1ccc(F)cc1)S(=O)(=O)c1ccccc1,3
CCC(=O)Nc1cccc(C2=NOC3(C2)C[C@@H](C(N)=O)N(C(=O)CC)C3)c1 (stereo partly specified),2
O=C(c1cc2cc(Cl)ccc2[nH]1)N1CCN(c2ccccn2)CC1,-1
COc1ccccc1CNc1ncnc2c1cnn2-c1ccccc1,3
CCOC(=O)[C@]12CCCC=C1N(CCc1ccc(OC)c(OC)c1)C(=O)[C@H](CC(=O)NCCc1ccccc1OC)C2,-3
Cc1cc(C)nc(SCC(=O)c2ccc(O)c(O)c2)n1,4
O=C1NCCCC1C(=O)Nc1ccccc1C(F)(F)F (stereo unspecified),-2
Cc1ccc(-c2cn(C[C@H]3CC[C@@H]([C@@H]4CC[C@H](Cn5cc(-c6ccc(C)cc6)nn5)O4)O3)nn2)cc1,-2
O=c1[nH]c(=O)c2ccccc2o1,8
SMILES,TbREL1 inh
Cc1cccc(C)c1NC(=O)COC(=O)c1cc(S(=O)(=O)Nc2ccc(Cl)cc2)ccc1O,-4
O=C1Nc2ccccc2CCC1Sc1nnc(-c2ccc(Cl)cc2)s1 (stereo unspecified),4
Nc1nc(C(=O)N2CCOCC2)nn1C(=O)c1ccc(Cl)cc1,1
N#CC(c1ccccc1)(c1ncc(C(F)(F)F)cc1Cl)N1CCOCC1 (stereo unspecified),-2
Cc1c(Cl)c(C(=O)NNC(=S)Nc2ccccc2)nn1C,-3
CCn1nc(C)c(/C=N/NC(=O)c2ccoc2C)c1C,1
CNC[C@H](Cc1ccccc1)NC[C@@H](Cc1cccc2ccccc12)NCCc1ccc(C)cc1,8
CC(C)(C)OC(=O)CNC(=O)c1[nH]cnc1C(=O)NCCCCCNC(=O)OC(C)(C)C,-1
COc1ccc(/C(N)=N/OC(=O)c2cccc([N+](=O)[O-])c2)cc1OC,1
CC1CCN(CC(=O)Nc2ccc(S(=O)(=O)N3CCCCC3)cc2)CC1,4
COCCNC(=O)CSc1ncnc2sc(-c3ccccc3)cc12,0
Cc1nc2cc(C(F)(F)F)ccc2n1CCNc1nc(-c2ccc(F)cc2)cs1,-4
Cc1nn2cc(-c3ccc(N)cc3)nc2s1,-4
COC(=O)C(Cc1ccccc1)NC(=O)c1cccc(S(=O)(=O)N(C)C)c1 (stereo unspecified),-4
OC1(Cc2ccccc2)CCN(c2ncnc3sccc23)CC1,5
Cc1ccc(S(=O)(=O)N2CCOCC2)cc1C(=O)NC(C)CCc1ccccc1 (stereo unspecified),0
Cc1ccc(-c2nc(SCC(=O)N(C)c3c(N)n(Cc4ccccc4)c(=O)[nH]c3=O)n[nH]2)cc1,0
CCOC(=O)C1CCCN(C(=O)c2sc3nc(-c4ccc(OC)cc4)cn3c2C)C1 (stereo unspecified),-1
CCC1(C)Cc2c(C#N)c(N)n(-c3ccccc3)c(=S)c2CO1 (stereo unspecified),-1
COC(=O)c1cccc(NC(=O)NC(=O)c2ccccc2Cl)c1,2
COc1ccc(S(=O)(=O)N2CCCCC2)cc1NS(=O)(=O)c1ccccc1F,0
O=[N+]([O-])c1ccc(COc2ccc(CN3CCCCC3)cc2)cc1,2
O=C(NC1CCCCC1)C(c1ccccc1)N(Cc1ccco1)C(=O)Cn1cnc2ccccc21 (stereo unspecified),-4

# The list is partial. The share of hits here may be higher or lower than overall.
